# High-throughput results: PubChem, National Center for Advancing Translational Sciences (NCATS)
# IP6K1 inhibitor – Primary qHTS assay for small molecule inhibitors of Inositol hexaphosphate kinase 1 (IP6K1); 140,000 compounds, 0.81% hits; IP6K1 kinase, ADP-Glo luminescence, 2 h; stronger effect = lower value; activity change, % (series mostly up to about 58 µM); Inositol hexakisphosphate kinase 1 (Homo sapiens), Q92551; in the data active = activity change below about -25%
# Target sequence (Q92551 whole entry, looked up): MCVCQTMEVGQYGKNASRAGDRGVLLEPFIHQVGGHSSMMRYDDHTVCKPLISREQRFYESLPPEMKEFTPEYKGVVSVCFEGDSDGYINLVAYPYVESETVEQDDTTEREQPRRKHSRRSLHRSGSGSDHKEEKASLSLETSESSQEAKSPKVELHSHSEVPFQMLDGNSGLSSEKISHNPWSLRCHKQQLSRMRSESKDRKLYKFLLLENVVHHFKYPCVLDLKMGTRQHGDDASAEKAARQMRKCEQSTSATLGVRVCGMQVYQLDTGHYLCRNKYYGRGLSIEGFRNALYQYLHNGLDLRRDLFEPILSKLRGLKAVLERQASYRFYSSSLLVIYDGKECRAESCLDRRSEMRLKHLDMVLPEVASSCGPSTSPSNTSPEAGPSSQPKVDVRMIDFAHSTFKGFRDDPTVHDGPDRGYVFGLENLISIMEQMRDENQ
#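 ADP-Glo luminescence measures ADP made by human IP6K1 during a 2 h RT reaction with ATP/IP6 (mix at 1.3 mM/130 uM); top library doses 57.5 and 19.1 uM final.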
# SNCA expr inhib – Primary qHTS assay for inhibitors of alpha-synuclein gene (SNCA) expression | HEK-293 SNCA-luciferase knock-in, luminescence, 24 h | Potency, µM (doses to about 57.2 µM), for inactives: at the highest dose activity change, negative = inhibition, hits mostly inhibitors | 140,000 compounds, 0.17% hits | AID 1671194, 2021;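 note: potency is the fitted concentration of half-maximal effect; plate controls were DMSO cells for no effect and cell-free wells for full effect; nearly all actives have a fitted effect of over 45% in size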
# GPT2 inh – Primary qHTS assay for inhibitors of Glutamate pyruvate transaminase 2 (GPT2) | Alanine aminotransferase 2 (Homo sapiens), Q8TD30 | Recombinant GPT2, coupled pyruvate oxidase/HRP Amplex Red fluorescence | Potency, µM (top dose mostly 57.7 µM), for inactives: at the top dose activity change, negative = inhibition, hits mostly inhibitors | 100,000 compounds, 0.25% hits | AID 1671188, 2021; note: potency is the fitted concentration of half-maximal effect; nearly all actives have a fitted effect of over 60% in size; many of its hits are not listed in these tables
# Target sequence (Q8TD30 whole entry, looked up): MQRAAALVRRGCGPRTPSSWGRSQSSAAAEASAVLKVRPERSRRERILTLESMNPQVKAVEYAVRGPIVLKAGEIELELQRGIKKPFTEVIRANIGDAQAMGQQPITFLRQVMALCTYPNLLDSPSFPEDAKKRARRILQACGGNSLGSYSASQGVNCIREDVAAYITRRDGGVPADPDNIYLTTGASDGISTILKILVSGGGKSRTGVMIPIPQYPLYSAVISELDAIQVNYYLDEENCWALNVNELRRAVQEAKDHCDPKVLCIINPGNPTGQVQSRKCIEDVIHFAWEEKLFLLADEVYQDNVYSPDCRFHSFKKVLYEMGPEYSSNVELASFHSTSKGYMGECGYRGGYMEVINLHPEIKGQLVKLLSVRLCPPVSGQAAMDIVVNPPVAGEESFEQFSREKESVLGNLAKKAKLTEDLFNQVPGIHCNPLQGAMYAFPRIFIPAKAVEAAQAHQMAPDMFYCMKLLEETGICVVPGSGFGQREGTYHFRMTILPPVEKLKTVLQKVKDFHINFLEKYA
#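 Fluorescence of coupled pyruvate oxidase/HRP/Amplex Red system (50uM Amplex, 30 min, dark) reports pyruvate formed by GPT2. Enzyme reaction: 10ng/uL GPT2, 2mM L-alanine, 250uM a-KG, 30 min room temperature, pH 7.5; 50uM AOA control.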
# 3T3 cytotox – Cytotoxic Profiling in NIH 3T3 Cell Line of Diverse Libraries Using Quantitative High-Throughput Screening; NIH 3T3 viability, CellTiter-Glo ATP luminescence, 48-72 h; Potency, µM (highest dose often 96.7 µM), without a hit: top-dose activity change, negative = cytotoxicity, hits mostly inhibitors; 94,000 compounds, 4.3% hits; AID 1345082, 2018; note: potency is the fitted concentration of half-maximal effect; nearly all actives have a fitted effect of over 55% in size
#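 Mouse fibroblast NIH 3T3 cells, 400 per well, received compound via pintool and were incubated for 48 or 72 hr prior to CellTiter-Glo ATP luminescence measurement.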
# HEK cytotox – Cytotoxic Profiling in HEK 293 Cell Line of Diverse Libraries Using Quantitative High-Throughput Screening | AID 1345083, 2018 | 94,000 compounds, 6.6% hits | HEK 293 viability, ATP luminescence (CellTiter-Glo), 48-72 h | Potency, µM (series often up to 115 µM), for inactives: at the top dose activity change, negative = cytotoxicity, actives largely listed as inhibitors; note: potency is the fitted concentration of half-maximal effect; nearly all actives have a fitted effect of over 60% in size
#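 HEK 293 cells at 250 cells/well were exposed to compounds by pintool transfer for 48 or 72 hr at 37 degree Celsius, 5% CO2. Viability was read as ATP-coupled luminescence with CellTiter-Glo after 10 min at room temperature.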
# SNCA viab count – GF-AFC viability counterscreen for inhibitors of alpha-synuclein gene (SNCA) expression; Potency, µM (titrated, usually from 57.1 µM), for inactives: top-dose activity change, negative = cytotoxicity, usual class: cytotoxic; HEK-293-SNCA-luc viability, GF-AFC fluorescence, 24 h; AID 1671193, 2021; 150,000 compounds, 0.12% hits;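 note: potency is the fitted concentration of half-maximal effect; 0% = DMSO-treated cells and -100% = medium-only wells without cells; nearly all actives have a fitted effect of over 30% in size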
#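 Cytotoxicity counterscreen: after 24 h compound treatment of genome-edited SNCA-luciferase HEK-293 cells, live-cell protease substrate GF-AFC read by fluorescence after 30 min; activity scaled between DMSO (0%) and medium-only (-100%), curves Hill-fitted.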
# FLuc inh – Firefly luciferase inhibition profiling of diverse chemical library using quantitative high-throughput screening | Luciferin 4-monooxygenase (Photinus pyralis), P08659 | purified P. pyralis luciferase, luminescence, biochemical | Potency, µM (titrated, usually from 115 µM), inactives show at the highest dose activity change, negative = inhibition, actives largely listed as inhibitors | 76,000 compounds, 2.5% hits; note: potency is the fitted concentration of half-maximal effect; nearly all actives have a fitted effect of over 65% in size
#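 Purified P. pyralis luciferase (10nM final) in 50mM Tris acetate pH 7.5, 10mM Mg acetate, 0.01% Tween-20, 0.05% BSA with 10uM D-luciferin and 10uM ATP. Compounds titrated qHTS. Luminescence imaged on CCD.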
# Starred values were filed as active, the others as inactive; i = inactive; ? = inconclusive; . = no result given; & = joins results of further samples; ! = a repeat was not active; [ ] = another dose, or the depositor's remark. Unless noted, calls come from the whole dose curve; as a rule, active = well fitted curve in the direction sought with a large enough effect; inconclusive = small, poorly fitted or top-dose-only effect, or another doubt; inactive = no such curve, though single readings can be large; an effect the other way counts as inactive or inconclusive. Unless noted, % is set by controls: 0 for no effect and ±100 for the full control effect. This is a subset; count on the stated rates, not on these rows.
SMILES,IP6K1 inhibitor,SNCA expr inhib,GPT2 inh,3T3 cytotox,HEK cytotox,SNCA viab count,FLuc inh
C[C@H]1[C@@H]2[C@@H](O)C([C@H](C)C(=O)NCc3cccnc3)CC[C@@]2(C)CC[C@@H]1NC(=O)c1ccccn1 (stereo not given in full),-5,9%,4%,-20%,-24%,-1%,-2%
Cc1nc(-c2c3n(c(=O)n(Cc4ccc(F)c(F)c4)c2=O)CCCC3)no1,48,5%,-1%,?,9%,3%,10%
Clc1cccc(N2CCN(c3nc4ccccc4c4nc(-c5cccnc5)nn34)CC2)c1,15,-24%,.,.,.,4%,.
O=C(NCc1ccccc1)NCC1CCCN(Cc2ccccn2)C1 (stereo not given),1,9%,i,i,i,6%,0%
Cc1ccc(Cl)cc1-n1ncc2c(NCCc3ccccc3)ncnc21,9,48%[activator],.,.,.,-19%,.
CN(Cc1ccc(-c2ccccc2)cc1)Cc1cccc(OC(F)(F)F)c1,-8,12%,i,-23%,-4%,?,-4%
COCCNc1ncccc1-c1cc(-c2ccccc2)nc2c(C)noc12,-7,-18%[87.6 µM],2%[88.5 µM],?,?,5%[87.6 µM],0%[172 µM]
CC(C)N1C(=O)C2(CCCCC2)C1C(=O)NCc1cc(F)cc(F)c1 (stereo not given),1,5%,-18%,-25%,-13%,16%,-15%
COc1ccc(-n2nc(C3CCCN(C(=O)c4ccc(Cl)nc4)C3)[nH]c2=O)cc1 (stereo not given),10,?,i,-17%,0%,-14%,-7%
CSc1nc2sc3c(c2c(=O)n1-c1ccc(C)c(Cl)c1)CCN(C(C)=O)C3,-6,-4%,.,.,.,-20%,.
CCOC(=O)c1[nH]c2c(c1Cc1ccccc1OC)C(=O)CC(c1ccccc1)C2 (stereo not given),9,-1%,.,.,.,?,.
O=C(CN1C(=O)C2(SCC(=O)N2c2ccc(F)cc2)c2ccccc21)NCCc1ccccc1 (stereo not given),16,-10%,.,.,.,4%,.
CC(C)=CCC/C(C)=C/Cc1ccc(O)c(C2OC(=O)c3cc(C(=O)O)cc(O)c32)c1O (stereo not given),-13,.,-4%[27.3 µM],.,.,1%[23.9 µM],.
COc1ccccc1Cn1c(=O)c(C(=O)NCCc2ccc(Cl)cc2)nc2cccnc21,-4,?,-12%,?,?,-25%,.
Cc1nnnn1CCC(=O)Nc1nn(C)c2cccc(N3CCOCC3)c12,-11,-18%,3%,4%,?,?,10%

# Looked up one by one from the entries so far, six records:
SMILES,IP6K1 inhibitor,SNCA expr inhib,GPT2 inh,3T3 cytotox,HEK cytotox,SNCA viab count,FLuc inh
Cc1nc(-c2c3n(c(=O)n(Cc4ccc(F)c(F)c4)c2=O)CCCC3)no1,48,5%,-1%,?,9%,3%,10%
COc1ccc(-n2nc(C3CCCN(C(=O)c4ccc(Cl)nc4)C3)[nH]c2=O)cc1 (stereo not given),10,?,i,-17%,0%,-14%,-7%
CCOC(=O)c1[nH]c2c(c1Cc1ccccc1OC)C(=O)CC(c1ccccc1)C2 (stereo not given),9,-1%,.,.,.,?,.
CC(C)=CCC/C(C)=C/Cc1ccc(O)c(C2OC(=O)c3cc(C(=O)O)cc(O)c32)c1O (stereo not given),-13,.,-4%[27.3 µM],.,.,1%[23.9 µM],.
Clc1cccc(N2CCN(c3nc4ccccc4c4nc(-c5cccnc5)nn34)CC2)c1,15,-24%,.,.,.,4%,.
CC(C)N1C(=O)C2(CCCCC2)C1C(=O)NCc1cc(F)cc(F)c1 (stereo not given),1,5%,-18%,-25%,-13%,16%,-15%

# The listing continues.
SMILES,IP6K1 inhibitor,SNCA expr inhib,GPT2 inh,3T3 cytotox,HEK cytotox,SNCA viab count,FLuc inh
O=C(Nc1cccc(C(F)(F)F)c1)c1cc(CN2CCOCC2)on1,0,5%,.,.,.,-2%,.
CCN(CCNC(=O)C1Cn2cccc2C(=O)N1)Cc1ccccc1 (stereo not given),4,-14%,i,2%,i,-3%,9%
COc1ccc(F)c(CN2CCCC(O)(CN3CCN(CCO)CC3)C2=O)c1 (stereo not given),-1,-10%,-3%,-5%,1%,16%,2%
O=C(NCc1ccc(F)cc1)c1ccc2c(c1)N(Cc1c(F)cccc1Cl)C(=O)CS2,4,?,.,.,.,-2%,.
COc1ccc(NC(=O)CSc2ncc3c(n2)-c2ccccc2N(C)S3(=O)=O)cc1Cl,28,15%,.,.,.,?,.
COc1ccccc1CCc1nc(C2CC(=O)N(c3ccc(F)c(Cl)c3)C2)no1 (stereo not given),7,15%,-5%,?,?,1%,11%
O=C(c1cccnc1)N1CCC(c2nnc(Cn3cccn3)n2C2CC2)CC1,-3,-15%,i,i,i,2%,10%
CN(C)Cc1nnc(C2CC(NC(=O)c3ccc4scnc4c3)C2)n1C (stereo not given),13&6,?,5.6µM*!,-2%&-7%,-22%&2%,?,2%&-24%
CC(=O)NCCC(=O)N1CCC2(CC1)CC(NC(=O)NC(C)C)c1ccccc12 (stereo not given),1,15%,-6%,2%,0%,-6%,.
C=CCNC(=O)N[C@H]1[C@H](O)[C@@H](N(C)CCN(C)C)[C@@H]2OC[C@H]1O2,-7,2%[87.6 µM],i,4%[174 µM],-5%[172 µM],-2%[87.6 µM],-2%[172 µM]
COc1ccc(CNC(=O)CC(C)n2nc(C)cc2C)cc1 (stereo not given),-4,26%,.,.,.,12%,.
COc1ccccc1CNc1ncnc2c1c(-c1ccccc1)cn2-c1ccc(Br)cc1,26,-7%,.,.,.,6%,.
O=C(Nc1cccc(F)c1)N1CCc2c(nc3cc(-c4ccccc4Cl)[nH]n3c2=O)C1,17,?,i,?,-3%,-2%,-26%
CN(C)c1cc(N2CCCC(NC(=O)Cc3ccccc3F)C2)ncn1 (stereo not given),5,?,i,i,0%,-4%,0%
CCOc1ccc(-n2c(=O)c3sc4ccccc4c3n(Cc3cccc(C)c3)c2=O)cc1,29,-9%,.,.,.,7%,.
Cn1ncc2c(C(=O)NCc3cccnc3)cc(-c3cccc(C(F)(F)F)c3)nc21,2,?,i,?,50µM*,?,.
Cc1ccc2c(c1)c1c(c(=O)n(-c3cccc(Cl)c3)c(=O)n1CC(=O)N1CCCC1)n2C,7,9%,.,.,.,?,.
COCCC(=O)N1CCCCCCNC(=O)[C@@H]2CCCC[C@@H]21,-6,-4%,-3%,3%,-2%,-2%,3%
O=C1NCCCCCCN(C(=O)c2ccoc2)[C@H]2C[C@H](C(=O)N3CCN(c4ccccn4)CC3)C[C@@H]12,12,4%,i,?,?,-7%,2%
Cc1ccc(S(=O)(=O)N2CCCC2C(=O)Nc2ccc(Br)cc2)cc1 (stereo not given),-6,-24%,.,.,.,10%,.
CCCC(=O)N1[C@@H]2CC[C@H]1CC(NC(=O)c1cnc(C)cn1)C2 (stereo not given in full),12,15%,-14%,i,i,-1%,-7%
Cc1csc(NC(=O)c2nc3c(o2)CCN(Cc2c(F)cccc2F)CC3)n1,9,39%[activator][87.6 µM],-20%[88.5 µM],?,?,-6%[87.6 µM],28µM*
O=C(c1ccco1)N1CCC(Oc2cccc(F)c2)C1 (stereo not given),7,-8%,i,-21%,-19%,-13%,3%
COCc1c(Cl)ccc2c1CC[C@H]2c1ncc[nH]1,7,.,-38%,.,.,-6%,.
O=C(C1CC1)N1CCN(CCCn2nc3n(c2=O)CCCC3)CC1,-5,.,.,-7%[138 µM],5%[172 µM],.,.
c1ccc(-c2cnc([C@@H]3COCCN3Cc3ccncc3)[nH]2)cc1,-3,-23%[87.6 µM],-3%[88.5 µM],-3%[138 µM],i,-7%[87.6 µM],1%[172 µM]
Cc1cccc(CN2CCC3(CC2)Cc2ccccc2CNC3=O)c1,11,?,-1%,-12%,?,-20%,.
O=C(Nc1ccccc1)N1CCC(N2CCCNC2=O)CC1,-3&7,-7%&-9%[87.6 µM],i,?,-7%[172 µM],6%&-5%[87.6 µM],-1%&-12%[172 µM]
CCOc1ccccc1C(=O)NC1CCN(c2cc(-c3ccc(OC)cc3)[nH]n2)C1 (stereo not given),7,12%,-8%,35µM*,?,-20%,-23%
COc1ccccc1CNc1ncnc2c1CN(C1CCCNC1)C(=O)CN2C (stereo not given),3,-24%,-14%,i,i,-3%,.
O=C(Cn1cnc2ccccc2c1=O)NCCC(=O)Nc1ccc(F)cc1,-4,65%[activator],.,.,.,2%,.
CC(C)(C)C(=O)N1CCC(c2nnc(Cn3cncn3)n2C2CC2)CC1,-15,0%,5%,i,i,-12%,9%
CC(C)CC(=O)N1CCCN(S(=O)(=O)c2ccccc2)CCC(=O)NCC1,2,-2%,i,-5%,1%,-2%,6%
Cc1ccc(-c2nnc(Nc3ccc(Br)cc3)c3ccccc23)cc1S(=O)(=O)NCC1CCCO1 (stereo not given),-6,18%,.,.,.,-2%,.
CCNC(=O)N1CCCN(S(=O)(=O)c2ccccc2)CCC(=O)NCC1,0,-6%,i,-12%,-19%,8%,5%
CCc1nn(-c2ccc(OC)cc2)c(Oc2ccccc2F)c1CCC(=O)NCCOC,-5,1%,i,?,-15%,-3%,6%
CC(C)NC(=O)Cc1cccn1-c1ccc(F)cc1,7,19%,?,-5%,-7%,1%,4%
COCCn1c(=N)c(C(=O)NC(C)c2ccccc2)cc2c(=O)n3cc(C)ccc3nc21 (stereo not given),2,32%[activator],.,.,.,?,.
O=C(CSc1nc2ccccc2nc1Cc1ccc(Cl)cc1)NCCc1ccccc1,-8,2%,.,.,.,4%,.
Cc1ccc(C2(C(=O)N3CCC4(CC3)CNC(C(=O)O)C4)CC2)cc1 (stereo not given),2,16%,?,-6%,i,7%,10%
Cc1cccc(C)c1NC(=O)Cn1c(=O)n(-c2ccc(F)cc2)c(=O)c2c1cc(C)n2C,0,-16%,2%,i,1%,-10%,13%
CN1CCN(c2ccc(-c3cc4c(ccn4C)c(C(=O)NCCc4ccccn4)n3)cc2)CC1,95,-18%,-3%,20µM*,35µM*,?,0.79µM*
CO[C@H]1C(=O)N(C(C)C)[C@H]1C1CCN(C(=O)c2ccc3ncccc3c2)CC1,17,134%[activator],-9%,-8%,-3%,10%,?
COC(=O)c1ccc(CN2C(=O)[C@@H]3C[C@@H](O)CN3C3(CN(CC4CC4)C3)C2=O)cc1,1,-7%[87.6 µM],-19%[88.5 µM],i,i,2%[87.6 µM],-1%[172 µM]
